CFTR F508del cor: CFTR F508del correction in bronchial cells; CFBE cells, YFP halide quenching; stimulated with forskolin plus potentiator P3; % fluorescence drop versus neutral controls; activity (quench increase), % at 7.58 µM; AID 720511; 0.36% of 350,000 active;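 active means mean added fluorescence quench of at least 8% versus neutral control, with both replicates also reaching 8%; inconclusive means only one of the mean or replicate conditions met; inactive means mean below 8% and not both replicates reaching 8%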;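 further: cells transiently co-express mutant CFTR-F508del with the halide-sensitive YFP; corrector assay measuring rescue of mutant channel to the surface after 24 h compound exposure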
SIRT5 block: sirtuin-5 (human) deacylase inhibition; 1.1% of 330,000 active; Q9NXA8; Purified SirT5, succinyl-peptide AMC, trypsin-coupled fluorescence; inhibition, % at 15 µM; AID 652115; in the data active means inhibition above about 15%; inconclusive means no clear call, values can overlap the other calls
Target sequence (Q9NXA8 whole entry, looked up): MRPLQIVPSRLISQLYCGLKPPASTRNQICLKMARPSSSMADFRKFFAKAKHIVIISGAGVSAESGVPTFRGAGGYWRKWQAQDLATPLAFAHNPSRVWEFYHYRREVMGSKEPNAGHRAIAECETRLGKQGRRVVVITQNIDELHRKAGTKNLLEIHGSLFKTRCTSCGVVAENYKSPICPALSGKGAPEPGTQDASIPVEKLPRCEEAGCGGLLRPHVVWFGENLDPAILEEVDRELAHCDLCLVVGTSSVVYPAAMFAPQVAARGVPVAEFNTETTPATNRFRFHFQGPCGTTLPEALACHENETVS
miR-122 sensor: miR-122 inhibition in Huh7 cells | Huh7 miR-122 Renilla luciferase sensor, 48 h; neutral wells = 0, positive control = 100 | activation (reporter increase), % at 12.5 µM | 0.3% of 340,000 active;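 active means mean replicate activation score at least 90 and every replicate individually at or above 90; inconclusive means only one of the two criteria met; inactive means neither criterion met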;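 further: higher luciferase means less miR-122 activity so hits act as miR-122 inhibitors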
Casp6 inh: caspase-6 (human) enzyme inhibition. P55212. purified caspase-6, Z-VEID-R110 cleavage fluorescence. inhibition, % at 12.5 µM. 0.53% of 350,000 active. AID 686996;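 active means mean inhibition across replicates at least about 35%, with every replicate also reaching that limit, limit read from the data; inconclusive means only one of the two criteria met; inactive means neither criterion met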;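 further: 0% = median of neutral control wells and 100% = no fluorescence left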
Target sequence (P55212 24-179 limits assumed): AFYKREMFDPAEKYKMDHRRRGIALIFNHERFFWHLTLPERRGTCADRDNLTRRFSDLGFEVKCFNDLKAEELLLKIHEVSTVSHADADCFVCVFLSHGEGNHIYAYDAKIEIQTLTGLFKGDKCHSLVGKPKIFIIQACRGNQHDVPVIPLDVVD
Target sequence (P55212 194-293 limits assumed): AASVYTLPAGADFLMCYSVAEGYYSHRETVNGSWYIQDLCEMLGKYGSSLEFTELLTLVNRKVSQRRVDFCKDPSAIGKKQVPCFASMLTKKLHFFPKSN
DENV2 CPE rescue: DENV2-induced cell death inhibition. DENV2-infected cells, cytopathic effect rescue, plate reader. CPE inhibition, % at 9.99 µM. 1.7% of 350,000 active. AID 651640; in the data active means CPE inhibition above about 20%, passing the limit was not always enough; inconclusive means no clear call, values can overlap the other calls; tested in BHK-21 cells;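 further: 0% = median of neutral control wells and 100% = median of positive control wells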
ERp5 inh: inhibitors of human ERp5; Q15084; ERp5 insulin aggregation, absorbance 650 nm, 90 min; inhibition, % at 9.99 µM; 0.05% of 350,000 active;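 active means mean replicate inhibition above about 25%, with every replicate also reaching it, limit read from the data, passing the limit was not always enough; inconclusive means only one of those two criteria met; inactive means neither criterion met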
Target sequence (Q15084 whole entry, looked up): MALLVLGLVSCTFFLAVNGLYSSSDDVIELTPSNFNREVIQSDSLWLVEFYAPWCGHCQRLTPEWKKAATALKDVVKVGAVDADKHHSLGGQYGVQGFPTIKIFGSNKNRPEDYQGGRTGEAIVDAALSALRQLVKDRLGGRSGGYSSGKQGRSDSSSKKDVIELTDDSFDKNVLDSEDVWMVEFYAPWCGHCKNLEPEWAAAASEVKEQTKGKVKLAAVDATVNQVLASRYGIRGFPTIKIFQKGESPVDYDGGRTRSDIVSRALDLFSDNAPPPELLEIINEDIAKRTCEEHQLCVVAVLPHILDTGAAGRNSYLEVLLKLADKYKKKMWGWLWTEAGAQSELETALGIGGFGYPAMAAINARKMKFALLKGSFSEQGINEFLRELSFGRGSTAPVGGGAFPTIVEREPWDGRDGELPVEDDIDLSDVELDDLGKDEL
ERAP1 inh: ERAP1 (human) enzyme inhibition; Q9NZ08; recombinant ERAP1, Leu-AMC fluorescence, 60 min; inhibition, % at 10.7 µM; 0.15% of 340,000 active;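 active means mean replicate inhibition of at least 30%, or all replicates individually reaching that 30% level; inactive means mean below 30% and not every replicate reaching it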;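 further: 0% = neutral control wells and 100% = L-leucinethiol positive control wells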
Active calls of the source: *; u = inconclusive; x = not tested or not shown; [ ] = remark or other dose.

structure,SIRT5 block,ERp5 inh,CFTR F508del cor,miR-122 sensor,DENV2 CPE rescue,Casp6 inh,ERAP1 inh
COc1cc(C(=O)N/N=C/c2sc(N3CCOCC3)nc2-c2ccccc2)cc(OC)c1OC,1,-3,-4.2,x,10,-6,2
CCc1cc(Cn2nc(-c3ccccc3)cc2C(=O)NCCOC)on1,0,-6,-1.2,x,17,1,-7
COc1ccc(N2CCN(c3nc4c(C)cccn4c(=O)c3C=C(C#N)C#N)CC2)cc1,2,-2,0.6,x,2,0,0
O=S(=O)(c1ccc(-c2n[nH]c(=S)o2)cc1)N1CCCC1,0,-1,3.3,-1,-1,2,-2
COc1ccc(SC[C@H](Cc2ccccc2)N2CC[C@@H](C)CCC2=O)cc1,-2,0,-1.9,56,-1,1,-1
CCN(CC(=O)Nc1ccc(OC)cc1)C(=O)CSCC(=O)Nc1ccc(C)cc1,-3,2,1.7,-2,3,2,5
CO[C@@H]1CC[C@H]2CCOc3ccc(C#N)cc3C(=O)N(C)[C@H](C)C(=O)N(C)C[C@@H]1O2,-2,8,x,x,-3,-1,-2
COc1ccc(S(=O)(=O)N(C)C[C@H]2Oc3cc(C#CC4CCCC4)ccc3S(=O)(=O)N([C@@H](C)CO)C[C@H]2C)cc1,4,2,-3.7,43[16.7 µM],-6,-2,0
O=C(CCc1ccccc1)n1nc(-c2ccco2)nc1SCc1ccccc1,x,0,-3.3,0,-4,7,-2
O=C(Nc1cnc2ccccc2c1)c1ccncc1,-4,-8,-0.9,3,0,3,-5
COc1ccc(S(=O)(=O)N2CCCCC2c2cc(C(=O)Nc3ccccc3Cl)no2)cc1 (configuration not stated),x,-2,3.0,1,-2,1,-1
CC(C)NC(=O)N(C)C[C@@H]1Oc2cc(C3=CCCCC3)ccc2S(=O)(=O)N([C@H](C)CO)C[C@@H]1C,0,3,0.3,4[16.7 µM],2,2,2
COc1cccc(C2CC(c3cccs3)=NN2S(C)(=O)=O)c1OC (configuration not stated),-4,-6,0.9,x,-7,0,0
CCN(CC(=O)Nc1ccc2c(c1)OCCO2)C(=O)C1CC(=O)N(c2ccc(OC)cc2OC)C1 (configuration not stated),-3,5,1.4,x,-7,-209,-1
Cc1cc(NC(=O)CSc2nncn2-c2ccccc2)no1,0,-5,-2.1,x,-2,-3,-2

(next part)
structure,SIRT5 block,ERp5 inh,CFTR F508del cor,miR-122 sensor,DENV2 CPE rescue,Casp6 inh,ERAP1 inh
COc1ccc(/C=C2\SC(=S)N(C(Cc3ccccc3)C(=O)O)C2=O)cc1 (configuration not stated),4,-3,-3.3,x,-8,27,5
O=C(CN1CCOCC1)N1CC[C@@H]2[C@@H](CO)Nc3ccc(Br)cc3[C@@H]21,x,x,-0.9,-1[16.7 µM],-3,x,x
O=C(c1ccco1)N1CCN(C2CC(=O)N(c3ccc(C(F)(F)F)cc3)C2=O)CC1 (configuration not stated),-2,9,-0.9,-1,3,5,-4
O=C(CNc1ccc2ccccc2c1)N/N=C/c1ccc(C(=O)O)cc1,2,2,-0.2,4,u,12,-2
O=C(c1cccc(F)c1)N1CC(=O)N2[C@@H](CO)[C@@H](c3ccc(-c4ccccc4F)cc3)[C@@H]2C1,0,-5,2.3,x,16,2,7
CCOC(=O)C1=C(CSc2nccn2C)NC(=O)NC1c1cc(C)ccc1C (configuration not stated),2,-2,0.9,-1,x,0,0
Nc1ccccc1-c1ccc(Cl)cc1,-3,-4,1.8,-8,-5,-5,-1
Cc1noc(C)c1S(=O)(=O)N(C)C[C@@H]1OCCCC[C@H](C)Oc2ccc(NC(=O)NC(C)C)cc2C(=O)N([C@H](C)CO)C[C@@H]1C,1,-4,0.7,3[16.7 µM],52*,1,6
CCOC(=O)C1CCCN(C(=O)C(=O)c2cn(CC(=O)N3CCOCC3)c3ccccc23)C1 (configuration not stated),4,-2,-0.6,2,7,3,-4
Cc1cccc(-c2ccc(NC(=O)C3CCN(CC4CC4)CC3)cc2)c1,-1,2,-2.1,-3,-1,-9,-1
O=C(NCCc1nc2ccccc2[nH]1)c1ccc(Br)o1,-7,-5,-1.5,-4,7,0,-7
COc1cccc(NC(=O)CN(C)C(=O)CN2C(=O)NC(C)(c3ccc(C)cc3)C2=O)c1 (configuration not stated),-2,7,3.4,-19,-1,-14,1
COc1c2c(cc3c1c(=O)c1ccccc1n3C)OCO2,-2,6,0.5,x,-6,8,-34
CCCN1CCN(CCCNC(=O)CCCn2nc(C)c3sc4ccccc4c3c2=O)CC1,-6,-1,-1.3,2,6,-50,-5
COc1ccc(S(=O)(=O)Nc2ccc3c(c2)C(=O)N([C@@H](C)CO)C[C@@H](C)[C@H](CN(C)C(=O)C2CCCCC2)OCCCC[C@H](C)O3)cc1,4,-2,-1.3,-12[16.7 µM],-2,0,-3

Entries listed so far that have a thiophene ring, fused or not, in the order listed:
structure,SIRT5 block,ERp5 inh,CFTR F508del cor,miR-122 sensor,DENV2 CPE rescue,Casp6 inh,ERAP1 inh
COc1cccc(C2CC(c3cccs3)=NN2S(C)(=O)=O)c1OC (configuration not stated),-4,-6,0.9,x,-7,0,0
CCCN1CCN(CCCNC(=O)CCCn2nc(C)c3sc4ccccc4c3c2=O)CC1,-6,-1,-1.3,2,6,-50,-5

Additional compounds:
structure,SIRT5 block,ERp5 inh,CFTR F508del cor,miR-122 sensor,DENV2 CPE rescue,Casp6 inh,ERAP1 inh
Cc1cc(C)c(S(=O)(=O)NCC(=O)NCc2ccco2)c(C)c1,-3,6,x,0,0,-1,6
COc1cc2nc(CN(C)Cc3ccc(F)cc3)[nH]c(=O)c2cc1OC,1,-4,-0.6,-5,8,1,2
C=CCn1c(=O)c2ccccc2n2c(SCC(=O)NC(C)C)nnc12,3,-1,4.3,x,2,-2,1
COc1ccccc1N1CCN(CCC(=O)Nc2cccc(Cl)c2)CC1,-9,9,-3.9,x,4,-4,3
CN(C)CC(=O)N1[C@H](C#N)[C@@H](c2ccc(-c3ccc(C(=O)N(C)C)cc3)cc2)[C@@H]1CO,2,1,-2.4,x,-4,2,-1
CSc1ccc(CN(C)Cc2nc3ccccc3c(=O)[nH]2)cc1,10,3,4.5,6,3,2,-1
O=C(C[C@@H]1CC[C@@H]2[C@H](COC[C@@H](O)CN2Cc2cc(F)ccc2F)O1)N[C@@H]1CCN(Cc2ccccc2)C1,x,1,-0.6,-5[16.7 µM],-5,-3,1
CN(C)C(=O)[C@@H]1[C@@H](CO)[C@@H]2Cn3c(ccc(-c4ccccc4F)c3=O)[C@@H]2N1C(=O)c1cnccn1,2,1,0.2,-3[16.7 µM],7,-2,-2
COc1ccc(C(=O)N2CCC(C(=O)N3CCN(c4ccccc4)CC3)CC2)cc1,-2,-5,-3.1,-5,0,-5,0
Cc1cccc(NC(=O)C2COc3ccccc3O2)c1 (configuration not stated),-1,-3,-2.0,x,6,-2,-1
CCc1nnc(NC(=O)CSc2nnc(-c3ccccc3O)o2)s1,-2,13,-0.1,7,12,-1,9
COc1ccc(CN(C)C[C@@H]2Oc3c(NS(=O)(=O)c4ccc(F)cc4)cccc3C(=O)N([C@@H](C)CO)C[C@@H]2C)cc1,-1,-3,-1.4,-3[16.7 µM],-1,1,-4
CO[C@@H]1CN(C)C(=O)c2ccc(NC(=O)C3CCCCC3)cc2OC[C@H](C)N(Cc2nccs2)C[C@H]1C,4,1,0.3,14[16.7 µM],-5,0,-1
COc1ccc(/C=N/NC(=O)c2ccccc2OC)cc1COc1ccccc1[N+](=O)[O-],0,1,2.3,x,u,0,-2
CC(C)NC(=O)N1CC(=O)N2[C@H](CO)[C@@H](c3ccc(C#CCN(C)C)cc3)[C@@H]2C1,-4,-7,0.0,x,14,-21,-2

The listing continues:
structure,SIRT5 block,ERp5 inh,CFTR F508del cor,miR-122 sensor,DENV2 CPE rescue,Casp6 inh,ERAP1 inh
COc1ccc(CC(=O)Nc2ccc(N3CCCC3)c(C)c2)cc1,0,-6,0.0,2,u,-1,-2
CCCc1nc2ccc(C(=O)OC)cn2c1Cc1ccccc1OC,-4,5,4.0,x,0,6,-1
O=C(NC1(C(F)(F)F)NC(=O)N(c2ccc(F)cc2)C1=O)c1ccncc1 (configuration not stated),-1,9,-0.8,-3,12,-1,0
CC1NC(=O)c2cc3ccccc3cc2-n2c1nc1cc(Cl)ccc1c2=O (configuration not stated),1,-2,-3.1,7,-10,-1,2
CC(C)Cc1nnc(NC(=O)CCC(=O)N2CC(C)CC(C)C2)s1 (configuration not stated),-2,0,0.5,-5,3,0,2
O=C(NCC(=O)N1CCN(c2ncccn2)CC1)c1ccccc1F,-2,3,-0.7,-2,-5,2,1
COc1ccc(Cc2nc(-c3cccs3)no2)cc1OC,-1,6,0.9,-2,3,-2,2
CCn1nc(C)cc1C(=O)N1CCCC(C(=O)c2cccc(OC)c2)C1 (configuration not stated),-4,-1,1.1,x,-4,1,6
Cc1ccc(N(C)C(=O)N2CCN(S(=O)(=O)c3ccc(C)cc3)CC2)cc1,x,5,-1.8,x,59*,-1,3
CN1CCN(C(=O)C[C@H]2CC[C@@H]3[C@H](COC[C@H](O)CN3S(=O)(=O)c3cccc(Cl)c3)O2)CC1,2,3,0.3,-1[16.7 µM],15,1,0
CCOC(=O)CCNC(=O)N1CCCC(C(=O)c2cccc(OC(C)C)c2)C1 (configuration not stated),-1,0,-1.0,x,-5,2,-4
C[C@H](CO)N1C[C@H](C)[C@H](CN(C)S(=O)(=O)c2cn(C)cn2)OCc2cn(nn2)CCCC1=O,3,2,-0.2,4[16.7 µM],-25,-1,-6
C[C@H]1CN([C@@H](C)CO)C(=O)CCCn2cc(nn2)CO[C@H]1CN(C)C(=O)Nc1ccc2c(c1)OCCO2,-1,2,0.1,17[16.7 µM],-7,-4,1
CC(C)CC#Cc1ccc([C@@H]2[C@@H](CO)N3CCCCN(C(=O)c4ccc5c(c4)OCO5)C[C@@H]23)cc1,0,-2,-1.7,-2[16.7 µM],-13,-4,-1
COc1cc2c(cc1OC)C(c1ccc(C)o1)CC(=O)N2 (configuration not stated),10,0,-0.6,-1,-5,2,9

Carrying on.
structure,SIRT5 block,ERp5 inh,CFTR F508del cor,miR-122 sensor,DENV2 CPE rescue,Casp6 inh,ERAP1 inh
CCOc1ccccc1NC(=O)CSc1n[nH]c(N)n1,0,2,-1.5,3,-2,57*,-1
O=C(NCc1ccccc1)C1(CC2CC(c3ccccc3)=NO2)CCNCC1 (configuration not stated),-3,-4,-0.7,x,5,-7,1
C[C@H]1CN([C@@H](C)CO)C(=O)c2cc(C#Cc3ccccc3)cnc2O[C@@H]1CN(C)CC1CCOCC1,-2,18,2.1,-2[16.7 µM],-1,0,-2
Cc1ccc(C(c2c(O)nc3n(c2=O)CCS3)c2c(O)nc3n(c2=O)CCS3)cc1,0,1,x,x,9,6,3
COc1ccc(Cl)cc1NC(=S)NNC(=O)c1cccnc1,3,-1,-3.6,x,-6,-2,6
COc1ccc(OCC(=O)N2c3ccc(C)cc3C3CN(C)CCC32)cc1 (configuration not stated),2,0,1.8,-4,9,2,-4
CC1=C(C(N)=O)C(c2ccccc2)n2nc(-c3cccc(C)c3)nc2N1 (configuration not stated),-1,4,-4.0,0,-12,0,0
COc1ccc(S(=O)(=O)NNC(=O)C2COc3ccccc3O2)cc1[N+](=O)[O-] (configuration not stated),-2,-5,-0.4,x,-1,3,0
Cc1cc(S(=O)(=O)NCCC2=CCCCC2)ccc1Br,-3,-3,-1.6,x,6,1,1
CO[C@H]1CN(C)C(=O)c2cc(NC(=O)c3ccccc3)ccc2OC[C@@H](C)N(C(=O)CN(C)C)C[C@@H]1C,-1,-4,-3.0,-1[16.7 µM],-1,0,-2
Cc1ccc(NC(=O)C2CCCN2S(=O)(=O)c2ccc(-c3ccc(=O)[nH]n3)s2)c(C)c1 (configuration not stated),-1,-4,-2.1,-6,-5,3,-2
C[C@@H]1CN([C@H](C)CO)C(=O)Cc2cc(NC(=O)Nc3ccccc3)ccc2O[C@@H]1CN(C)C(=O)Nc1ccc2c(c1)OCO2,-2,2,-0.2,2,9,2,-2
Cc1c2cnn(-c3ccccc3)c(=O)c2c(C)n1CCCC(=O)N1CCN(C)CC1,-2,-1,-7.0,-2,7,-52,-1
